Source: PubChem (National Center for Advancing Translational Sciences (NCATS))
TRPV1 agonist = HTS Assay for Compounds that Act as Agonists of the Vanilloid Receptor 1. Transient receptor potential cation channel subfamily V member 1 (Homo sapiens), Q8NER1. TRPV1-expressing cells, Fluo-8 calcium influx, agonist mode. activation, % at 8.33 µM. actives 0.19% (n = 320,000); in the data active means activation above about 80%; inconclusive means between about 30% and that limit; further: 0% is about no effect
Target sequence (Q8NER1 whole entry, looked up): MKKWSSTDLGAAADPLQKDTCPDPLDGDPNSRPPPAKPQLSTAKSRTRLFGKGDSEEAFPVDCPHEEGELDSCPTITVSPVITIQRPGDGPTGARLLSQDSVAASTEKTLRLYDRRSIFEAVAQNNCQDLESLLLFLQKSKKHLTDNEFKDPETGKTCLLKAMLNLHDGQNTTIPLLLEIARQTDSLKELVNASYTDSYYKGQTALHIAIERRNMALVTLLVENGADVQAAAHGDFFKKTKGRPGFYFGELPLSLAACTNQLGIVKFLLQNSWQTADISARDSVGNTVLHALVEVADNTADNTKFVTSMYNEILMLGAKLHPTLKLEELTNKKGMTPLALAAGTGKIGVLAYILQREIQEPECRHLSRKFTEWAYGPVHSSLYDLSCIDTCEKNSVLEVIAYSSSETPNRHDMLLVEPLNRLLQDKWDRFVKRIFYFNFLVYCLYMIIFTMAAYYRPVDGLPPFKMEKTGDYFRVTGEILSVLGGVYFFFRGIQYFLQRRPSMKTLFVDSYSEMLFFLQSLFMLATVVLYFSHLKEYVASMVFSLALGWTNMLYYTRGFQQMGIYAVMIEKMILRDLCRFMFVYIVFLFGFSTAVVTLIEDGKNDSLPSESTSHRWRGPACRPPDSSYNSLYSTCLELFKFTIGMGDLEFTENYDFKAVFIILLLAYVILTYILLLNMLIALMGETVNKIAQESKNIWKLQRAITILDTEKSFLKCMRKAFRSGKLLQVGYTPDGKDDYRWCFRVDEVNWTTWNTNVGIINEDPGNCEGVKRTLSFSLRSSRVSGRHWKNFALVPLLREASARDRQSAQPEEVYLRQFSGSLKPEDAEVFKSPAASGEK
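TRPV1-expressing cells were cultured overnight at 35.5C and loaded with Fluo-8 calcium dye for 40 to 90 min at room temperature. After a 10 s baseline, compound was added and calcium influx was read kinetically for 3 min (ex 480/em 520 nm).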
ELG1 genotoxic = qHTS screen for small molecules that induce genotoxicity in human embryonic kidney (HEK293T) cells expressing luciferase-tagged ELG1 | HEK293T ELG1-luciferase reporter, luminescence, 16 h | AID 504466, 2011 | Potency, µM (titrated, usually from 46 µM), for the others: at the highest dose activity change, positive = activation, most hits filed as activators | actives 1.3% (n = 330,000); further: potency means the concentration at half of the fitted maximal effect; % of control where 0% means no effect; nearly all actives have a fitted effect of over 60% in size
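ELG1-luciferase HEK293T cells, 2,000/well; compound pinned in; 16 hr, 37 °C, 5% CO2; ONE-Glo, 30 min RT; luminescence on CCD imager.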
S-ASM inh = Inhibitors of Secretory Acid Sphingomyelinase (S-ASM): qHTS; Sphingomyelin phosphodiesterase (Homo sapiens), P17405; placental ASM, HMU-PC fluorogenic substrate, 60 min; Potency, µM (series often up to 57.5 µM), inactives show at the top dose activity change, negative = inhibition, most hits filed as inhibitors; actives 0.006% (n = 340,000); AID 504937, 2011; further: potency means the concentration at half of the fitted maximal effect
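Steps: dispense placental human ASM, pin compound, wait 10 min at room temperature, add HMU-PC0 substrate at 9 uM final, incubate 60 min at 37 °C, add stop solution raising pH to 10, read fluorescence.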
Eya2 inh = qHTS Assay for Inhibitors of the Phosphatase Activity of Eya2; recombinant Eya2, OMFP fluorescence dephosphorylation (OMFP is methylfluorescein phosphate); Potency, µM (doses to about 76.9 µM), for inactives: top-dose activity, negative = inhibition, hits mostly inhibitors; actives 0.006% (n = 330,000); further: potency means the concentration at half of the fitted maximal effect; on the % scale 0 is the no-effect control and ±100 the full control effect
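Eya2 protein (added as 0.2 uM solution) was preincubated with compound for 10 min at ambient temperature in 50 mM HEPES pH 7.5, 50 mM NaCl, 5 uM MgCl2, 0.05% BSA, 1 mM DTT. OMFP (added at 50 uM) then reacted 10 min; fluorescence read at 485/525 nm.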
a7 integrin act = qHTS for Activators of Integrin-Mediated Alleviation for Muscular Dystrophy; AID 624291, 2012; alpha7betagal myoblasts, beta-gal FDG fluorescence, 48 h; Potency, µM (highest dose often 38.3 µM), for inactives: at the highest dose activation, usual class: activators; actives 0.064% (n = 350,000);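 further: potency means the concentration at half of the fitted maximal effect; 100% = response of the positive control SU9516; nearly all actives have a fitted effect of over 60% in size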
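alpha7betagal+/- myoblasts (passage 13, 250/well) treated 48 h at 37C with compounds at 1:260 dilution of DMSO stock. Lysed, then beta-galactosidase activity read as FDG fluorescence (ex 480/em 540) after 30 min, with pre-read for autofluorescence.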
USP2a inh = qHTS Assay for Inhibitors of Ubiquitin-specific Protease USP2a Using CHOP2 as the Reporter. actives 0.01% (n = 330,000). USP2 core, Ub-CHOP2 coupled fluorogenic reporter, 485/531. Ubiquitin carboxyl-terminal hydrolase 2 (Homo sapiens), O75604. Potency, µM (highest dose often 38.3 µM), for inactives: at the top dose activity change, negative = inhibition, usual class: inhibitors;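 further: potency means the concentration at half of the fitted maximal effect; plate controls were DMSO wells for no effect and full inhibition by NEM control for full effect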
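USP2 core (10nM final) preincubated 30min RT with compound in 20mM Tris-HCl pH 8.0, 2mM CaCl2, 2mM beta-mercaptoethanol, 0.05% CHAPS; 25nM Ub-CHOP2 plus 25nM reporter substrate added, fluorescence (Ex485/Em531) read after 60min.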
B2AR arrestin = qHTS assay of beta-arrestin-biased ligands of beta2-adrenergic receptor | Beta-2 adrenergic receptor (Homo sapiens), P07550 | beta-arrestin recruitment to beta2AR, cell-based reporter | Potency, µM (doses to about 46.1 µM), for the others: top-dose activation, most hits filed as activators | actives 0.02% (n = 330,000) | AID 492947, 2010;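 further: potency means the concentration at half of the fitted maximal effect; 0% = DMSO controls and full agonism = EC100 isoproterenol or metaproterenol; nearly all actives have a fitted effect of over 65% in size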
BRCA1 expr act = qHTS Assay to Identify Small Molecule Activators of BRCA1 Expression. MCF7-BRCA1-FFLuc reporter, luminescence, 48 h; response scale: scaled: vehicle 0%, 10 µM genistein 100%. Potency, µM (titrated, usually from 46.1 µM), without a hit: at the highest dose activation, most hits filed as activators. actives 1.1% (n = 380,000); further: potency means the concentration at half of the fitted maximal effect; nearly all actives have a fitted effect of over 80% in size; some results filed as inactive show a strong effect at the top dose
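Using MCF7 cells harboring a BRCA1 firefly luciferase reporter, plated 2 h before compound pinning, the screen measured luminescence after 48 h incubation. Responses were normalized to DMSO and 10 microM genistein, then fitted for concentration-effect.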
uPA surface inh = qHTS for Inhibitors of Cell Surface uPA Generation. actives 0.31% (n = 330,000). AID 540303, 2011. cell surface uPA generation assay, qHTS. Potency, µM (doses to about 38.3 µM), for inactives: top-dose activity change, negative = inhibition, actives largely listed as inhibitors; active means well fitted inhibition curve with a large enough effect; inconclusive means small, poorly fitted or top-dose-only effect; inactive means no such curve, though single readings can be large or run the other way; tested in mouse RAW 264.7 cells; further: potency means the concentration at half of the fitted maximal effect; on the % scale 0 is the no-effect control and ±100 the full control effect; nearly all actives have a fitted effect of over 55% in size
TSG101-PTAP inh = qHTS Assay for Iinhibitors of HIV-1 Budding by Blocking the Interaction of PTAP/TSG101; Potency, µM (top dose mostly 115 µM), inactives show top-dose activity change, negative = inhibition, usual class: inhibitors; 340,000 tested, under 10 active; AID 493005, 2010; Fluorescence polarization, FITC-PTAP peptide / Tsg101 binding; active means well fitted inhibition curve with a large enough effect in the main read-out, with a control signal flat, not every such curve was filed as active; inconclusive means small, poorly fitted or top-dose-only effect, or effect the other way, or a change in a side signal; inactive means no such curve, though single readings can be large or run the other way; further: potency means the concentration at half of the fitted maximal effect; % of control where 0% means no effect
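Tsg101 binding domain (10 uM final) was mixed with compound and a FITC-labeled PTAP peptide (50 nM final) in HEPES pH 7.5 buffer with NaCl, Tween 20, EDTA and TCEP; fluorescence polarization was read after 20 min at r.t.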
p53 reactivation = qHTS assay for re-activators of p53 using a Luc reporter; H1299 p53-A138V BP100-luciferase reporter, luminescence, 24 h; Potency, µM (top dose mostly 92.2 µM), for the others: at the highest dose activity change, positive = activation, usual class: activators; actives 0.063% (n = 320,000); AID 504706, 2011; further: potency means the concentration at half of the fitted maximal effect; % of control where 0% means no effect; nearly all actives have a fitted effect of over 45% in size
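p53-null H1299 cells stably carrying temperature-sensitive p53-A138V and a BP100-luciferase reporter were pinned with compounds (4-point, 1:5 series) and held 24 hrs at 37 deg C. Luminescence was read 10 min after detection reagent.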
* = called active by the depositor; ? = inconclusive; · = no result given; [ ] = remark or other dose. Unless noted, the call rests on the fitted dose curve; in most records, active means well fitted curve in the direction sought with a large enough effect; inconclusive means small, poorly fitted or top-dose-only effect, or another doubt; inactive means no such curve, though single readings can be large; an effect the other way counts as inactive or inconclusive.

SMILES	TRPV1 agonist	ELG1 genotoxic	S-ASM inh	Eya2 inh	a7 integrin act	USP2a inh	B2AR arrestin	BRCA1 expr act	uPA surface inh	TSG101-PTAP inh	p53 reactivation
COc1ccc(CCN2CC(C(=O)NCCc3ccccc3)CC2=O)cc1OC (centres undefined)	1	3%	5%	-2%	-29%	9%	0.3%	?	4%	-2%	21%
CCc1cc2c3c(c(=O)oc2cc1OC(C)C(=O)O)CCCC3 (centres undefined)	0	-1%	-7%	6%	22%	-1%	-1.0%	-4%	?	-7%	·
COc1ccc(NC2CCCN(C(=O)CCC3=NNC(=O)CC3)C2)cc1 (centres undefined)	4	-1%	·	-3%	3%	-2%	0.0%	19%	0%	-1%	2%
O=Cc1ccc(Sc2nnc(-c3ccccc3)o2)c([N+](=O)[O-])c1	-3	-7%	-4%	0%	-30%[7.66 µM]	1%	-0.4%	2%	2%	-2%	-13%
COc1ccc(CNC(=O)CCCNS(=O)(=O)c2cccc3nonc23)cc1	5	0%	3%	-6%	-6%	4%	-0.3%	1%	-3%	-2%	2%
Cc1ccc2nc(C(Cl)(Cl)Cl)nc(N/N=C/c3ccc([N+](=O)[O-])cc3)c2c1	·	·	-3%	·	3%	·	·	-30%	-1%	3%	·
COc1ccc(N2CCN(S(=O)(=O)CCNC(=O)c3cc(=O)c4ccccc4o3)CC2)cc1	-4	1%	2%	-16%	?	3%	0.5%	-6%	-1%	-1%	5%
CNC(=O)c1ccccc1NC(=O)c1c(O)c2c([nH]c1=O)CCCC2	-21	?	1%	-8%	16%	2%	-0.5%	38%	-6%	-4%	-8%
CCOc1ccc(C(=O)NCC(=O)NCC(c2ccco2)N2CCCCC2)cc1 (centres undefined)	-2	-1%	3%	-5%	-14%	0%	-2.2%	-13%	4%	-2%	-1%
Cc1nc2oc3ccc(F)cc3c(=O)c2cc1C(=O)O	1	6%	3%	3%	?	0%	0.2%	29%	3%	-4%	18%
Cc1cccc(NC(=O)C2NC(=O)CC2c2ccccc2)c1C (centres undefined)	-4	2%	0%	25%	24%	1%	-0.9%	6%	15%	-3%	-11%
CCCN(CCC)c1nc2ccccc2nc1C(C#N)C(=O)OCCOC (centres undefined)	?	·	72%[activator]	·	-11%	·	·	-20%	-7%	-3%	·
COc1ccc(Cl)cc1NC(=O)CN(C)C(=O)C1CC(=O)N(Cc2ccc(C)cc2)C1 (centres undefined)	14	14%	-1%	-15%	-5%	-1%	0.0%	-4%	-4%	-6%	-4%
O=C(C1CCN(S(=O)(=O)N2CCCCC2)CC1)N1CCCCC1	7	-2%	7%	3%	12%	3%	-0.7%	-14%	5%	3%	-25%
CCN(CC)S(=O)(=O)c1ccc(C(=O)NC2=NCCS2)cc1	7	1%	1%	-16%	?	1%	0.3%	14%	3%	0%	3%
COc1cc(NC(=O)CSc2nnnn2Cc2ccc3c(c2)OCO3)cc(OC)c1	17	0%	5%	-16%	13%	3%	0.2%	-24%	-2%	-3%	0%
Oc1ccc(NC(=S)Nc2ccc(O)cc2)cc1	-2	-1%	0%	1%	-20%	0%	-0.1%	1%	-1%	-3%	3%
Cn1cccc1C(=O)C(=O)Nc1cc(Cl)cc(Cl)c1	-8	25%	-1%	-2%	-41%	1%	-0.1%	57%	2%	1%	9%
O=C(CSc1nnc(CNC(=O)c2ccc(F)cc2)o1)Nc1nccs1	-4	-1%	-1%	4%	-4%	2%	-0.9%	-11%	7%	1%	10%
CCc1nc(-c2ccc(-c3ccc(OC)cc3)nc2OC)no1	-6	?	0%	-5%	12%	-3%	0.4%	?	-2%	-7%	10%

Overlap with the part before: 2 compounds, then new ones.
SMILES	TRPV1 agonist	ELG1 genotoxic	S-ASM inh	Eya2 inh	a7 integrin act	USP2a inh	B2AR arrestin	BRCA1 expr act	uPA surface inh	TSG101-PTAP inh	p53 reactivation
O=C(CSc1nnc(CNC(=O)c2ccc(F)cc2)o1)Nc1nccs1	-4	-1%	-1%	4%	-4%	2%	-0.9%	-11%	7%	1%	10%
CCc1nc(-c2ccc(-c3ccc(OC)cc3)nc2OC)no1	-6	?	0%	-5%	12%	-3%	0.4%	?	-2%	-7%	10%
Cc1ccc(C)c(Cn2c(O)c(N=NC(=S)Nc3ccccc3F)c3ccccc32)c1	-4	-2%	-11%	-8%	-13%	-1%	-0.2%	-17%	-4%	-6%	1%
CCOC(=O)N1CCC(Nc2c(OCC)c(=O)c2=O)CC1	·	3%	0%	1%	-23%	0%	0.3%	-3%	-14%	-3%	-4%
CCCOc1cccc(C(=O)NCCNC(=O)c2ccco2)c1	0	0%	1%	5%	24%	3%	-0.2%	-11%	·	-2%	-1%
CC(OC(=O)C1CCCCC1)C(=O)Nc1cccc([N+](=O)[O-])c1 (centres undefined)	27	-2%	-1%	-2%	7%	0%	-0.2%	-6%	-12%	-3%	-1%
CCC(=O)Nc1ccc2c(c1)nc(CCN1CCN(c3ccccc3)CC1)n2C	-1	0%	4%	6%	-18%	-1%	0.3%	-42%	-25%	-5%	-2%
CCN(C(=O)COC(=O)c1cc(-c2ccc(C)o2)nc2ccccc12)C1CCS(=O)(=O)C1 (centres undefined)	5	-2%	489%[activator]	-31%	-28%	-2%	-1.9%	49%	-13%	0%	1%
c1ccc2c(c1)OCC(CNc1ncnc3nc[nH]c13)O2 (centres undefined)	?	-5%	2%	-2%	0%	2%	0.0%	-7%	-7%	-1%	4%
CC(Oc1ccc(Cl)cc1)C(=O)Nc1cccc(S(=O)(=O)N2CCOCC2)c1 (centres undefined)	?	-1%	-3%	0%	-24%	1%	0.1%	12%	-14%	-3%	-6%
COc1ccc(NC(=S)Nc2cccc(Cl)c2Cl)cc1OC	1	0%	-3%	-5%	-14%	4%	0.1%	-1%	1%	-6%	1%
Cc1ccccc1-c1nc(CS(=O)(=O)CC(=O)NCCCN2CCCC2=O)c(C)o1	1	0%	1%	0%	-3%	5%	-0.5%	0%	5%	-4%	-2%
O=C(O)c1ccc(C(=O)c2ccc3c(c2)C(=O)N(CCO)C3=O)cc1	1	-2%	-4%	-20%	14%	0%	0.0%	-11%	0%	2%	2%
Cc1ccc(COc2cccc(/C=N/NC(=O)c3nnn(-c4nonc4N)c3C)c2)cc1	5	?	1%	-9%	4%	4%	-0.3%	91%	2%	-2%	6%
O=C(Cc1ccccc1[N+](=O)[O-])OCC(=O)N1CCN(c2ccccc2)CC1	2	4%	3%	12%	-14%	0%	0.0%	1%	3%	-2%	-1%
CCC(=O)N1CCc2cc(S(=O)(=O)CCC(=O)NCCc3ccc(S(N)(=O)=O)cc3)ccc21	0	-1%	0%	-3%	42%	1%	0.1%	2%	4%	-3%	2%
CCNC(=S)N/N=C(\C)c1ccco1	2	-1%	-3%	-18%	-20%	0%	?	1%	17%	-3%	4%

An excerpt from above in order of count of non-hydrogen atoms, falling.
SMILES	TRPV1 agonist	ELG1 genotoxic	S-ASM inh	Eya2 inh	a7 integrin act	USP2a inh	B2AR arrestin	BRCA1 expr act	uPA surface inh	TSG101-PTAP inh	p53 reactivation
Cc1ccc(COc2cccc(/C=N/NC(=O)c3nnn(-c4nonc4N)c3C)c2)cc1	5	?	1%	-9%	4%	4%	-0.3%	91%	2%	-2%	6%
Cc1ccccc1-c1nc(CS(=O)(=O)CC(=O)NCCCN2CCCC2=O)c(C)o1	1	0%	1%	0%	-3%	5%	-0.5%	0%	5%	-4%	-2%
O=C(O)c1ccc(C(=O)c2ccc3c(c2)C(=O)N(CCO)C3=O)cc1	1	-2%	-4%	-20%	14%	0%	0.0%	-11%	0%	2%	2%
